Source: PubChem
MEP2 TOR yeast – modulators of TOR pathway MEP2-GFP in S. cerevisiae; S. cerevisiae MEP2-GFP strain, flow cytometry GFP, 3 h; 100% = DMSO control level; GFP response vs DMSO, % at 10 µM; 330,000 compounds, 0.51% hits; AID 2016;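 active means GFP response versus DMSO above a set limit, roughly screen mean plus 3 SD, cut at about 180% in these data; inconclusive means fewer than 70 cells counted for a yeast strain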;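 further: median GFP fluorescence of the barcode-gated MEP2-GFP cells per well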
procasp7 counter – counter-screen for procaspase-3 activators: activators of human procaspase-7. activation, % at 8.5 µM. 330,000 compounds, 0.093% hits. AID 463210. recombinant procaspase-7, Ac-DEVD-pNA absorbance 405 nm; D23A/D198A/D206A triple mutant, cannot self-cleave; scale: DMSO 0, 5 µM enzyme 100;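 active means percent activation above the screen-wide mean plus 3 SD, cut at about 25% in these data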
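Replicates: singlicate. Assay system: Procaspase-7 triple mutant (PC-7 D3A). Signal: 405 nm absorbance of p-nitroaniline. Times: 1 h preincubation, 2 h reaction. Buffer or medium: Zinc-free HEPES pH 7.4 with 300 mM NaCl, 0.01% Triton X-100. Also added: DEVD-pNA substrate. Benchmarks: DMSO wells as 0%, DMSO with 5 µM added PC-7 as 100%.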
RPL19A-GFP yeast – yeast TOR pathway RPL19A-GFP modulation; S. cerevisiae RPL19A-GFP strain, flow cytometry, 3 h; active compounds read low; percent response vs DMSO, % at 10 µM; 330,000 compounds, 0.3% hits; AID 2025;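 active means percent response vs DMSO below 50%; inconclusive means fewer than 70 events counted for the yeast strain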;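 further: median channel GFP fluorescence of the barcoded RPL19A-GFP strain; ratio of sample median GFP to plate DMSO average so 100% = DMSO; lower means less RPL19A-GFP as with rapamycin TOR inhibition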
procasp3 activ – activates human procaspase-3; recombinant procaspase-3 D3A, Ac-DEVD-pNA absorbance 405 nm; activation, % at 8.5 µM; 330,000 compounds, 0.11% hits; AID 463141;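 active means activation above the mean of all tested compounds plus 3 SD, cut at about 21% in these data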;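 further: 0% = DMSO alone and 100% = DMSO wells spiked with extra 5 µM PC-3 D3A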
Target sequence (P42574 whole entry D9A/D28A/D175A): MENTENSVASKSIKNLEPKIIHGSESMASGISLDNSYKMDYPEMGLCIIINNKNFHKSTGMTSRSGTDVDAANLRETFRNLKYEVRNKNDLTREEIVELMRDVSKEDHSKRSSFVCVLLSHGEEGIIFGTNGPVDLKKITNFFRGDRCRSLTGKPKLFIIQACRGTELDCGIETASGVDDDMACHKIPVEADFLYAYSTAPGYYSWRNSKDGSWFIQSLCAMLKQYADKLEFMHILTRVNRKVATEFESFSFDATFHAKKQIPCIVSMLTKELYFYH
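Test system: Procaspase-3 D3A mutant, all three cleavage aspartates alanine | Dosing: Single dose, 8.5 µM nominal compound, 0.8% DMSO | Schedule: 1 h preincubation, 2 h reaction | Technique: 405 nm absorbance of p-nitroaniline, reads at 0 and 120 min | Repeats: One well per compound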
GASC-1 inh – blocks human GASC-1 demethylase activity; Q9H3R0; GST-JMJD2C(1-420) H3K9me3 demethylation, DELFIA europium; inhibition, % at 2.35 µM; 330,000 compounds, 0.069% hits; AID 2099;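 active means more than half of a compound's replicate wells show inhibition beyond 50%, single wells judged on their own value; inconclusive means some, but no more than half, of replicates pass 50% inhibition; inactive means no replicate passes 50% inhibition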;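 further: signal counts dimethyl H3K9 product captured on neutravidin plate; 0% = median of DMSO wells and 100% = 0.3 times that DMSO median; strong numbers were not always called active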
LAP4 TOR yeast – yeast TOR pathway LAP4-GFP modulation | AID 2023 | 320,000 compounds, 0.34% hits | GFP response vs DMSO, % at 10 µM | S. cerevisiae LAP4-GFP multiplex, flow cytometry GFP, 3 h; median GFP as percent of DMSO wells;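 active means GFP response vs DMSO above a set limit, about the screen mean plus 3 SD, cut at about 150% in these data; inconclusive means under 70 cell events counted for the yeast strain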
Yeast superoxide – lowers age-related superoxide in aged yeast cells; S. cerevisiae aged cells, superoxide DHE fluorescence; active compounds read low; AID 2690; superoxide response (% of plate mean), % at 10 µM; 330,000 compounds, 0.18% hits;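 active means superoxide response under a set limit, about three screen SD below normal, cut at about 65% in these data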;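 further: yeast aged for seven days with compound at 30 °C before DHE staining; 100% = average MFI of all compound-treated wells on the plate with controls excluded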
AHR act – activators of human aryl hydrocarbon receptor | AHR-responsive luciferase reporter cells, luminescence | activation, % at 5 µM | 320,000 compounds, 2.5% hits | AID 2796; in the data active means activation above about 47%;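 further: 0% = vehicle wells and 100% = reference agonist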
Target sequence (P35869 whole entry, looked up): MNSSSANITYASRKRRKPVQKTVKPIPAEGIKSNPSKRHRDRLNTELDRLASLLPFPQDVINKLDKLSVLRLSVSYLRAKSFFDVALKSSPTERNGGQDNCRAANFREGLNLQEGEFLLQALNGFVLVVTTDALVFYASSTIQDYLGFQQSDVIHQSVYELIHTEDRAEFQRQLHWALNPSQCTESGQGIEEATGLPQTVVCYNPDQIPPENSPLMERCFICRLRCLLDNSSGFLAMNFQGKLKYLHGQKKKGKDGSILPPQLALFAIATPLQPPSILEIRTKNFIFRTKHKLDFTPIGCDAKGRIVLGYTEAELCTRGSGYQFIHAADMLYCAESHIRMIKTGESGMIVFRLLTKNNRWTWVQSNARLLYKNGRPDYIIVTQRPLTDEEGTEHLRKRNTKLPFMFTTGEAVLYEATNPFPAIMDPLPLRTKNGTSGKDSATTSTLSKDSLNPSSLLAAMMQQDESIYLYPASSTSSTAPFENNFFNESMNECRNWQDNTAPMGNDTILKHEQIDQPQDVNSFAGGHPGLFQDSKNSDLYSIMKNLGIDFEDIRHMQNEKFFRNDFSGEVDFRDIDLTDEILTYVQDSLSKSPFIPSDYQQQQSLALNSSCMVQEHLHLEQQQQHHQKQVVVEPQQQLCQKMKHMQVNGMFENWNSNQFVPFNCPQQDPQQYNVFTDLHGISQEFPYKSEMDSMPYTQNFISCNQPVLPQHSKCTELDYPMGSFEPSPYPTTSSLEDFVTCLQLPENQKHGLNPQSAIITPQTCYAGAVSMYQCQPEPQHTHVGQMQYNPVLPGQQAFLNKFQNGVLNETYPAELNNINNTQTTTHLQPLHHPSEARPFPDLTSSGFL
An asterisk follows results filed as active; i = inactive; u = inconclusive; x = no result given; [ ] = dose if it differs, or a comment.

cpd	SMILES	MEP2 TOR yeast	procasp7 counter	RPL19A-GFP yeast	procasp3 activ
1	CC1CCN(C(=O)C(=O)c2cn(CC(=O)N3CCCC3)c3ccccc23)CC1	114	4	96	5
2	CCCCNc1oc(-c2ccc(OC)cc2)nc1S(=O)(=O)c1ccccc1	106	7	106	-5
3	O=C(NC(C(=O)c1ccccc1)n1c(=O)cc[nH]c1=S)c1ccccc1 (stereo not given)	89	-17	113	-8
4	CC(C)[C@H]1COCCS(=O)(=O)N1Cc1ccccc1	95	1	99	3
5	O=C(NCc1ccc(F)cc1)C(c1ccco1)N(C(=O)c1csnn1)C1CC1 (stereo not given)	219*[may fluoresce violet]	6	34*[may fluoresce violet]	4
6	O=C1CSC(c2nn(-c3ccccc3)cc2-c2cc3ccccc3oc2=O)N1Cc1ccco1 (stereo not given)	96	-1	97	-1
7	CC(C)Sc1sc(C(=O)O)c(-c2ccc(Cl)cc2)c1C#N	86	-14	97	-12
8	COC(=O)c1ccc(C(=O)NC(=S)Nc2nc3c(s2)CC(C)CC3)cc1 (stereo not given)	105	-1	107	6
9	COc1ccc(N/N=C(/C)c2cnnc(-c3ccccc3)n2)cc1	109	5	98	4
10	CC1CC(C)CN(C(=O)CN2C(=O)NC(c3ccccc3)(c3ccccc3)C2=O)C1 (stereo not given)	104	16	100	9
11	CCCCN(C(=O)c1ccc(C)o1)c1c(N)n(CCCC)c(=O)[nH]c1=O	91	0	100	1
12	CCCCC(=O)NC(=S)Nc1cccc(Cl)c1N1CCCCC1	93	5	95	-1

cpd	GASC-1 inh	LAP4 TOR yeast	Yeast superoxide	AHR act
1	10	101	104	4
2	-8	117	113	-9
3	-13	82	105	-1
4	-42	129	102	-2
5	2	61[may fluoresce violet]	101	-2
6	0	104	88	3
7	12	99	67	0
8	15	93	104	1
9	9	109	96	23
10	-8	103	80	1
11	-4	108	94	-1
12	-4	97	102	0

Complete entries as entered above:
Entry for CCCCNc1oc(-c2ccc(OC)cc2)nc1S(=O)(=O)c1ccccc1 : MEP2 TOR yeast = 106; procasp7 counter = 7; RPL19A-GFP yeast = 106; procasp3 activ = -5; GASC-1 inh = -8; LAP4 TOR yeast = 117; Yeast superoxide = 113; AHR act = -9
Entry for CC1CCN(C(=O)C(=O)c2cn(CC(=O)N3CCCC3)c3ccccc23)CC1 : MEP2 TOR yeast = 114; procasp7 counter = 4; RPL19A-GFP yeast = 96; procasp3 activ = 5; GASC-1 inh = 10; LAP4 TOR yeast = 101; Yeast superoxide = 104; AHR act = 4

Other compounds.
cpd	SMILES	MEP2 TOR yeast	procasp7 counter	RPL19A-GFP yeast	procasp3 activ
13	COC(=O)c1ccc(CNC(=O)CSC2=NCCS2)cc1	100	3	98	6
14	Cc1cccc(C=Nc2ccc3c4c(cccc24)CC3)c1O	128	-14	103	-1
15	Cc1ccc(-c2csc(NC(=O)C3=NN(c4ccccc4)C(=O)CC3)n2)cc1	111	-2	106	6
16	CCC(C)NC(=O)C1CCN(S(=O)(=O)c2cccs2)CC1 (stereo not given)	107	-1	103	-1
17	O=[N+]([O-])c1ccc(COc2ccc(CNc3ccccc3)cc2)cc1	100	1	99	-1
18	O=C1c2ccccc2NC(c2cccc(O)c2)N1c1ccccc1 (stereo not given)	105	1	100	0
19	CCc1nnc(NC(=O)CSc2nnc(CNC(=O)c3ccccc3F)n2C)s1	101	8	101	-1
20	CCN1C(=NCC(C)C)N[C@@H](c2cccc(F)c2)C(C(=O)OC)=C1C	94	4	92	4
21	COc1cc(OC)cc(C(=O)Nc2nc3ccccc3[nH]2)c1	105	19	95	0
22	Cc1ccccc1C(=O)Nc1nc(SCc2ccc(Cl)cc2)n[nH]1	89	-4	92	4
23	Cc1ccc(S(=O)(=O)Nc2ccccc2C(=O)N2CCCCCC2)cc1	105	x	103	x
24	CCOc1ccccc1C(=O)Nc1ccc2nc(N3CCN(c4ncccn4)CC3)cc(C)c2c1	109	3	90	4

cpd	GASC-1 inh	LAP4 TOR yeast	Yeast superoxide	AHR act
13	155	101	92	0
14	-4	106	94	40
15	4	100	119	28
16	2	101	92	1
17	1	100	108	-1
18	2	99	106	1
19	5	99	125	-3
20	6	118	86	-1
21	-7	106	94	39
22	i	93	98	-1
23	7	95	100	x
24	9	108	98	-1

The list continues:
cpd	SMILES	MEP2 TOR yeast	procasp7 counter	RPL19A-GFP yeast	procasp3 activ
25	NC(=O)CC(NC(=O)c1ccccc1)c1ccc(N2CCN(c3ccc(F)cc3)CC2)c([N+](=O)[O-])c1 (stereo not given)	101	-2	98	-13
26	CC(C)(C)C(=O)Nc1cccc(C(=O)Nc2cc(C(=O)O)cc(C(=O)O)c2)c1	109	1	93	-1
27	Cn1nnnc1SCCNCC#Cc1ccccc1	107	-8	103	6
28	CSC(=NCc1cccnc1)NS(=O)(=O)c1cccs1	93	14	90	6
29	COc1ccccc1NC(=O)CN(c1ccccc1C)S(C)(=O)=O	106	-3	103	-3
30	CC(C)NC(=O)c1ccc(N(Cc2ccccc2)S(C)(=O)=O)cc1	108	x	107	x
31	O=C(CSc1nc(N2CCOCC2)nc(N2CCOCC2)n1)Nc1ccc([N+](=O)[O-])cc1	97	-12	94	-10
32	CC(NC(=S)Nc1ccc(Cl)cc1Cl)C(c1cccs1)N1CCCC1 (stereo not given)	99	-22	101	-1
33	O=C1c2ccccc2/C(=C\c2ccc3[nH]ccc3c2)N1c1ccccc1	90	24	93	2
34	COc1cccc(C(=O)COc2ccc3c(C)cc(=O)oc3c2)c1	108	x	107	x
35	COc1cccc(CNC(=O)COC(=O)c2ccc(Cl)s2)c1	92	4	96	-6
36	CCCCn1c(SCc2nc(N)nc(Nc3ccccc3C)n2)nc2ccccc2c1=O	98	3	103	-1

cpd	GASC-1 inh	LAP4 TOR yeast	Yeast superoxide	AHR act
25	2	101	105	6
26	-2	98	96	0
27	-4	103	97	1
28	0	89	93	-3
29	-17	87	106	16
30	8	106	109	x
31	13	87	99	3
32	4	95	89	2
33	x	103	104	25
34	-2	116	104	x
35	5	92	109	-3
36	-6	94	99	29

Some entries already given, reduced to LAP4 TOR yeast.
cpd | structure | LAP4 TOR yeast
27 | Cn1nnnc1SCCNCC#Cc1ccccc1 | 103
28 | CSC(=NCc1cccnc1)NS(=O)(=O)c1cccs1 | 89
29 | COc1ccccc1NC(=O)CN(c1ccccc1C)S(C)(=O)=O | 87
30 | CC(C)NC(=O)c1ccc(N(Cc2ccccc2)S(C)(=O)=O)cc1 | 106
31 | O=C(CSc1nc(N2CCOCC2)nc(N2CCOCC2)n1)Nc1ccc([N+](=O)[O-])cc1 | 87
32 | CC(NC(=S)Nc1ccc(Cl)cc1Cl)C(c1cccs1)N1CCCC1 (stereo not given) | 95

The list goes on:
cpd	SMILES	MEP2 TOR yeast	procasp7 counter	RPL19A-GFP yeast	procasp3 activ
37	CSCCC(NC(=O)c1ccc(Cl)c([N+](=O)[O-])c1)C(=O)N1CCN(C/C=C/c2ccccc2)CC1 (stereo not given)	100	1	98	-5
38	CC1CC1C(=O)Nc1cc(S(=O)(=O)N2CCOCC2)ccc1N1CCCC1 (stereo not given)	79	11	91	6
39	Cc1cc(C)c2c(NC(=S)Nc3ccccc3)n[nH]c2n1	97	-21	93	-9
40	COc1cc(Cl)ccc1OCc1cc(C(=O)NC(C)Cc2cccnc2)no1 (stereo not given)	100	11	95	8
41	O=C(Nc1c(F)cc(F)cc1Br)c1cc(-c2ccco2)on1	102	-6	93	-10
42	COc1ccc(NC(=O)NCCN2C(=O)C3C4C=CC(C4)C3C2=O)cc1 (stereo not given)	99	6	97	2
43	CCN1CCN(C(=O)NCc2ccccc2)CC1	95	4	97	0
44	COc1ccc2c(c1)c(CC(=O)OC(C)C(=O)N(C)C)c(C)n2C(=O)c1ccc(Cl)cc1 (stereo not given)	98	-1	91	3
45	Cc1cc(C)n(Cc2ccc(C(=O)NCc3ccco3)o2)n1	105	-7	94	-5
46	CO/N=C/C(=N\Nc1ccc(OC)cc1)C(=O)c1ccc(OC)cc1	99	4	97	-5
47	COC(=O)C1=C(C)N(CCCC(=O)O)C(=O)NC1c1ccc(OC)cc1 (stereo not given)	102	-2	98	0
48	O=C(COc1nc2ccccc2nc1N1CCOCC1)Nc1cccc(S(=O)(=O)N2CCCCC2)c1	96	12	100	2

cpd	GASC-1 inh	LAP4 TOR yeast	Yeast superoxide	AHR act
37	-5	104	113	0
38	x	82	110	3
39	29	95	97	20
40	3	100	103	42
41	-5	104	96	-5
42	1	101	87	2
43	3	103	77	2
44	-3	95	108	-1
45	-6	96	107	0
46	6	99	98	5
47	3	95	102	1
48	-5	104	93	0

(list continues)
cpd	SMILES	MEP2 TOR yeast	procasp7 counter	RPL19A-GFP yeast	procasp3 activ
49	Cc1ccccc1NC(=O)C1CC(=O)OC12CCOC(C)(C)C2 (stereo not given)	96	6	94	5
50	CCCNC(=S)N1CCC(c2nc3cc(C)c(C)cc3[nH]2)CC1	114	4	104	12
51	C/C(=N/NC(=O)CSc1nc2ccccc2s1)c1ccncc1	94	-1	94	-7
52	CCOC(=O)c1nc(NCc2cccc(OC)c2)c2ccccc2n1	115	12	104	-2
53	COc1ccc(Br)cc1S(=O)(=O)Nc1ncn[nH]1	87	-4	101	3
54	C=CCOc1ccc2ccccc2c1CNn1cn[nH]c1=S	90	-12	95	-7
55	Cc1cc(S(=O)(=O)Nc2ccc(C(=O)NCC(c3ccccc3)N(C)C)cc2)ccc1F (stereo not given)	99	15	98	-3
56	Cc1nc(Cl)cc(CS(=O)(=O)c2ccc(Cl)cc2)n1	97	-4	98	-1
57	O=C(NC(=S)Nc1ccc2c(c1)C(=O)c1ccccc1C2=O)c1ccc(F)cc1	105	1	103	2
58	CC(C)CNC(=O)c1ccccc1-c1ccccc1C(=O)O	102	-1	110	1
59	CCOC(=O)N1CCN(C(=S)NC(=O)c2c(-c3c(Cl)cccc3Cl)noc2C)CC1	96	-10	100	-4
60	O=S(=O)(/C=C/c1ccccc1)c1ccccc1	99	8	97	-6

cpd	GASC-1 inh	LAP4 TOR yeast	Yeast superoxide	AHR act
49	31	105	93	0
50	x	108	90	29
51	22	102	106	40
52	-3	102	94	2
53	14	90	104	0
54	1	79	96	8
55	1	103	96	-6
56	3	113	97	0
57	7	95	102	25
58	-5	97	108	-2
59	2	89	93	1
60	68	110	109	5

More entries:
cpd	SMILES	MEP2 TOR yeast	procasp7 counter	RPL19A-GFP yeast	procasp3 activ
61	CCCCOC(=O)C1CCCC(C)N1 (stereo not given)	105	11	100	0
62	CNS(=O)(=O)c1ccc(NC(=O)c2cc(-c3ccncc3)nc3ccc(Cl)cc23)cc1	107	6	120	-2
63	O=C(Nc1cccc(-c2ccc(N3CCCCC3)nn2)c1)c1ccc(Br)o1	96	4	102	-10
64	O=C(NCc1nc2ncc(Br)cc2[nH]1)c1ccccc1	99	-6	99	-1
65	O=C(Nc1cccc2ncccc12)c1cccc(F)c1	96	1	94	9
66	O=C(O)CCC(=O)NNC(=O)c1cccs1	108	-2	101	5

cpd	GASC-1 inh	LAP4 TOR yeast	Yeast superoxide	AHR act
61	x	100	84	-5
62	2	77	101	9
63	17	104	92	-9
64	5	103	103	78*
65	u	100	74	0
66	2	96	103	-2
